Screens deposited in PubChem BioAssay by National Center for Advancing Translational Sciences (NCATS).
TbPYK inhibitor: inhibitors of Trypanosoma brucei pyruvate kinase; Potency, µM (top dose mostly 76.8 µM), without a hit: at the highest dose activity, negative = inhibition, hits mostly inhibitors; TbPYK enzyme, Kinase-Glo Plus ATP luminescence, 45 min; Q57TT1; hit rate 0.12% among 410,000; note: nearly all actives have a fitted effect of over 50% in size
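ADP (130 uM final) triggers the TbPYK reaction after compound addition; incubation is 45 min at room temperature. Kinase-Glo Plus is then added and luminescence imaged. Normalized data are fitted to concentration-effect curves.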
AMA1-RON2 inh: AMA1-RON2 (P. falciparum) interaction inhibition; AlphaScreen AMA1-biotinylated RON2 peptide binding; Potency, µM (titrated, usually from 58.2 µM), inactives show at the highest dose activity change, negative = inhibition, usual class: inhibitors; hit rate 0.2% among 360,000;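 note: 0% = vehicle wells and -100% = peptide control; nearly all actives have a fitted effect of over 45% in size; some results filed as inactive show a strong effect at the top dose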
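AMA1 (3D7) with his tag at 25 nM final met compounds first, then biotinylated RON2 peptide at 25 nM; detection used donor plus acceptor beads, 10 µg/mL apiece, read by AlphaScreen after 30 min at room temperature.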
An asterisk follows results filed as active; ? = inconclusive; [ ] = another dose, or the depositor's remark. Calls come from the whole dose curve; as a rule, active = well fitted curve in the direction sought with a large enough effect; inconclusive = small, poorly fitted or top-dose-only effect, or another doubt; inactive = no such curve, though single readings can be large; an effect the other way counts as inactive or inconclusive. Unless noted, % is set by controls: 0 for no effect and ±100 for the full control effect; potency is the fitted concentration of half-maximal effect. Some of the compounds tested; rates above refer to the full screens.

The line under a structure holds: TbPYK inhibitor | AMA1-RON2 inh
CN(C)S(=O)(=O)c1ccc(C(=O)Nc2nnc(SCC(=O)N3CCOCC3)s2)cc1
 : -9% | 12%
COc1cc(F)ccc1-c1csc(C(O)c2ccc(F)cc2)n1 (stereo not given)
 : 3% | 10%
COc1ccc(NC(=O)N(C)C[C@@H]2OCc3cnnn3CCCC(=O)N([C@H](C)CO)C[C@@H]2C)cc1
 : -3% | -19%
COc1ccccc1C(=Cc1ccc([N+](=O)[O-])cc1)C(=O)O
 : 4% | 6%
O=C(O)CN1C(=O)/C(=C\c2ccccc2OCc2ccccc2)SC1=S
 : -3% | -11%
O=C1[C@H]2[C@@H](C3CC3)N3C(=O)CN(CC4CC4)C(=O)[C@@]3(Cc3ccccc3)[C@H]2C(=O)N1c1ccccc1
 : 4% | 0%
CC(C)N(Cc1nccn1C)C(=O)C1CCC(=O)N(CCc2ccccc2)C1 (stereo not given)
 : 0% | 1%
O=C(OCn1nnc2ccccc2c1=O)c1ccc(F)c(S(=O)(=O)N2CCOCC2)c1
 : -6% | 8%
COc1ccc(C(=O)OCC(=O)NCc2cccs2)c(OC)c1OC
 : -3% | 6%
C[C@@H]1CN([C@@H](C)CO)C(=O)CCCn2nncc2CO[C@H]1CN(C)C(=O)Nc1ccc(-c2cccs2)cc1
 : -8% | -5%

Single entries from the entries so far:
CN(C)S(=O)(=O)c1ccc(C(=O)Nc2nnc(SCC(=O)N3CCOCC3)s2)cc1 @ TbPYK inhibitor: -9%
C[C@@H]1CN([C@@H](C)CO)C(=O)CCCn2nncc2CO[C@H]1CN(C)C(=O)Nc1ccc(-c2cccs2)cc1 @ TbPYK inhibitor: -8%

Next part
The line under a structure holds: TbPYK inhibitor | AMA1-RON2 inh
O=C(CSc1nnc(N2CCCC2)n1-c1cccc(Cl)c1)N1CCN(c2ccccn2)CC1
 : 2% | -2%
COc1ccc([C@H]2C[C@@H](n3cc(C4CC4)nn3)[C@H](O)CN2CC2CCCCC2)cc1
 : -1% | -13%
Cc1ccc(Cc2c(-c3ccc(C)cc3)nc3c(Cl)cc(C(F)(F)F)cn23)cc1
 : 7% | 12%
COC(=O)CCCn1cc(CN(C)C2CN(Cc3cn(CCCC(=O)OC)nn3)S(=O)(=O)C2)nn1 (stereo not given)
 : -2% | 7%
COC(=O)[C@@]1(Cc2ccc(OC)cc2)[C@H]2c3cc(C(=O)N4CCCC4)n(Cc4ccccc4)c3C[C@H]2CN1C(=O)c1ccccc1
 : -5% | -16%
c1ccc(-c2nnc(SCc3ccncc3)o2)cc1
 : -5% | 11%
O=C1c2ccccc2C(=O)N1CCCCCCN1C(=O)c2ccccc2C1=O
 : -1% | ?
Cc1ccc2c(c1)/C(=N/OS(=O)(=O)c1ccccc1)CCS2
 : -14% | 1%
CC(C)(C)OC(=O)N1CCC(C(=O)Nc2ccc(C(=O)N3CCOCC3)cc2)CC1
 : 1% | -1%
CCc1nc2ccc(C(=O)Nc3ccc(OC)c(OC)c3)cn2c1N(CC)Cc1ccc(OC)c(OC)c1
 : 2% | -18%
COc1ccc(NP2(=O)OCC(C)(N)CO2)cc1 (stereo not given)
 : 0% | 64%[activator]
Cc1ccc(CN2Cc3ccc(Br)cc3-n3nncc3C2)cc1
 : -3% | -20%
CC1CCCCC12NC(=O)N(CC(=O)Nc1nccs1)C2=O (stereo not given)
 : -2% | 2%
NC(c1ccccc1)c1csc(Nc2ccc(C(=O)NCCCO)cn2)n1 (stereo not given)
 : -8% | 45%[activator]
COc1ccc(CC(=O)Nc2ccccc2C(F)(F)F)cc1S(=O)(=O)N1CCOCC1
 : 1% | -7%
O=P(NC1CCCCC1)(c1ccccc1)c1ccccc1
 : 0% | -4%
CC(C)(C)OC(=O)C[C@@H]1C/C=C\C[C@@H](CC(=O)N(CCO)Cc2ccccc2)C(=O)N[C@@H](c2ccccc2)COC1=O
 : 2% | 12%
Cn1nc(C(=O)NNC(=O)Cc2ccc(S(=O)(=O)N3CCOCC3)s2)c2ccccc2c1=O
 : -3% | 46%[activator]
CCOC(=O)[C@H]1[C@H]2COc3ccc(C)cc3[C@@H]2N2C(=O)c3ccc(Cl)cc3NC(=O)[C@@]12C
 : 1% | 21%
CSCC[C@H](NC(=O)c1cccc(S(=O)(=O)N2CCCCC2)c1)c1nc2ccccc2[nH]1
 : 8% | -9%
C=CCC[C@@H](Cc1ccc(F)cc1)C(=O)OCCNC(=O)[C@H](CC=C)CC(=O)NCCO
 : 0% | -5%
Cn1ccc2c(-c3ccc(C(N)=O)cc3)cc3c(c21)C1CCC3C1 (stereo not given)
 : 6% | -12%
C[C@]12CC[C@H](O)CC1=CC(=O)C1C2CC[C@]2(C)C(=O)[C@H](O)CC12 (stereo not given in full)
 : 5% | 1%
C[C@@H]1CN([C@H](C)CO)C(=O)CCCn2nncc2CO[C@H]1CN(C)Cc1ccc2cccnc2c1
 : -7% | 11%
O=C(NC(=S)N1CCN(c2ccccc2)CC1)c1ccco1
 : -17% | 88%[activator]
C[C@H]1CN([C@@H](C)CO)C(=O)c2cc(C#CC3CCCC3)cnc2O[C@H]1CN(C)C(=O)Cc1ccccn1
 : -7% | 24%
CCN(CC)C(=O)C1=C(C)N(CCCOC)C(=O)C(CC(=O)NCCc2ccccn2)C1 (stereo not given)
 : -5% | 30%[activator]
C[C@H](CO)N1C[C@H](C)[C@@H](CN(C)S(=O)(=O)c2cccs2)Oc2ccc(NC(=O)c3ccncc3)cc2C1=O
 : 0% | -4%
CC1CC(NC(=S)N(C)C)CC(C)(C)C1 (stereo not given)
 : -9% | 6%
Cc1ccsc1C(=O)OCC(=O)N1CC(C)CC(C)C1 (stereo not given)
 : -5% | 5%

Part of the list above in order of formula weight, smallest number first:
The line under a structure holds: TbPYK inhibitor | AMA1-RON2 inh
Cc1ccsc1C(=O)OCC(=O)N1CC(C)CC(C)C1 (stereo not given)
 : -5% | 5%
Cn1ccc2c(-c3ccc(C(N)=O)cc3)cc3c(c21)C1CCC3C1 (stereo not given)
 : 6% | -12%
CCN(CC)C(=O)C1=C(C)N(CCCOC)C(=O)C(CC(=O)NCCc2ccccn2)C1 (stereo not given)
 : -5% | 30%[activator]

Going on with the list.
The line under a structure holds: TbPYK inhibitor | AMA1-RON2 inh
COC(=O)C1CCN(C(=O)c2ccc(OC)c(S(=O)(=O)N3CCCc4ccccc43)c2)CC1
 : 4% | 3%
O=C(CC[C@H]1O[C@@H](n2cnc3c(NC(=O)c4ccccc4)ncnc32)[C@H](O)[C@@H]1O)NCCc1cc2ccccc2[nH]1
 : -9% | 0%
O=C(NCc1cccnc1)c1cc(C2CCCCN2C(=O)OCc2ccccc2)on1 (stereo not given)
 : 4% | 11%
O=C1NC[C@@H](Cc2cccc3ccccc23)N(CCc2cccc(F)c2)C1=O
 : 4% | 0%
COc1ccccc1-c1cnc(C(O)c2ccc(F)c(F)c2)[nH]1 (stereo not given)
 : -2% | -2%
O=C(Nc1ccn(CCCN(CCCn2ccc(NC(=O)OCc3ccccc3)nc2=O)CCc2cc3ccccc3[nH]2)c(=O)n1)OCc1ccccc1
 : -2% | ?
CCc1ccc(NC(=O)C(C)OC(=O)/C=C/c2ccc(O)c(OC)c2)cc1 (stereo not given)
 : 2% | -3%
CCN1C(=O)[C@@H]2[C@@H](c3ccc(-c4ccc(Cl)c(Cl)c4)cc3)N3CCC[C@@]3(C(=O)OC)[C@@H]2C1=O
 : 2% | -1%
COc1ccc([C@H]2C[C@H](n3cc(COC(=O)c4ccccc4)nn3)[C@@H](O)CN2C(=O)c2cccs2)cc1
 : 3% | -2%
Cn1ccc2c(-c3cccc4ccccc34)cc3c(c21)C1CCC3C1 (stereo not given)
 : 5% | 25%
COc1ccc(NS(=O)(=O)c2cccc(C(=O)O)c2)cc1S(=O)(=O)N1CCCCC1
 : 3% | 14%
CCOC1=C2[C@H]([C@H]3C(=O)N(c4ccccc4)C(=O)[C@H]3C1)[C@@H](c1ccccc1)N(S(=O)(=O)c1ccc(C)cc1)[C@H]2c1ccccc1
 : 1% | 5%
O=C(c1cc(C2CCCCN2S(=O)(=O)c2ccccc2)on1)N1CCOCC1 (stereo not given)
 : -9% | -8%
O=C(C[C@@H]1C/C=C\C[C@@H](Cc2ccc(F)cc2)C(=O)OC[C@@H](Cc2c[nH]c3ccccc23)NC1=O)NCCO
 : 2% | -4%
O=C(COC(=O)c1n[nH]c2ccccc12)Nc1ccccc1F
 : -2% | 17%
COc1ccccc1CC1(C)C(=O)Nc2c(Cl)cccc21 (stereo not given)
 : -1% | 0%
Cc1cccc(C)c1NC(=O)c1csc(COCCO)n1
 : 2% | 5%
O=C(C1CC=CCC1)N1CCCCCC1 (stereo not given)
 : 1% | 0%
O=C(NCc1ccncc1)C(=O)NCC1OCCN1S(=O)(=O)c1ccccc1 (stereo not given)
 : -1% | -12%
CNc1cncc(-c2cccc(C(=O)N3CCOCC3)c2)n1
 : -8% | -4%
CC(=O)N1CCc2cc(S(=O)(=O)NC(C(=O)N3CCN(c4ccccc4F)CC3)C(C)C)ccc21 (stereo not given)
 : -5% | 0%
COc1cccc2cc(-c3cn4cccc(C)c4n3)c(=O)oc12
 : -6% | 8%
O=C(COC(=O)c1ccc2c(c1)OCO2)NC1CCCCC1
 : -4% | -4%
CC(=O)c1nn(-c2ccc(Cl)cc2)cc1C(=O)c1ccccc1
 : 1% | 3%
CC(=O)Nc1cccc(-c2cc3c(c4c2ccn4C)C2CCC3O2)c1 (stereo not given)
 : -1% | -5%
COc1ccc(CNC(=O)c2ccc(Cl)c(S(=O)(=O)N3CCCCCC3)c2)cc1
 : 4% | -9%
CCN(C(=O)CSc1cccc[n+]1[O-])c1ccccc1
 : 0% | 2%[11.6 µM]
CC(C)(C)NC(=O)C1c2ccccc2OCC(=O)N1Cc1ccccc1 (stereo not given)
 : 1% | 16%
Cn1ccc2c(-c3ccc(C(C)(C)C)cc3)cc3c(c21)C1CCC3O1 (stereo not given)
 : 0% | -21%
C[C@@H]1Cn2cnc(C(=O)Nc3cccc(Cl)c3)c2C(=O)N1
 : 1% | 134%[activator]
O=C(NCCN1CCNCC1)c1ccccc1O
 : -4% | -6%
Cn1c(=O)c2nc(SCc3ccccc3)n(C)c2n(C)c1=O
 : 1% | 9%
O=C(O)Cn1c2ccccc2c2nc3ccccc3nc21
 : 1% | 0%
COc1cccc(CNC(=S)Nc2ccc3c(c2)c(=O)n(C)n3Cc2csc(C)n2)c1
 : 0% | -5%
CC(=O)Nc1cc(-c2cccc(C(=O)NCCN(C)C)c2)cn2c(-c3ccccc3)cnc12
 : 1% | -3%
Cc1cscc1-c1cc2nc(NCCCN(C)C)n(C)c(=O)c2s1
 : 1% | 9%
S=C(c1ccco1)N1CCOCC1
 : -19% | -2%
CC(=O)NCCNc1nc2cc(-c3ccc4c(ccn4C)c3)sc2c(=O)n1C
 : -11% | -10%
Cc1cc2c(cc1C)NC(=O)C(C)CN2 (stereo not given)
 : -3% | 68%[activator]
OC(CN(Cc1ccccc1)Cc1ccccc1)c1ccccc1 (stereo not given)
 : 8% | 9%
COc1ccc(-c2nn(-c3ccccc3)cc2C(=O)N2CCN(S(=O)(=O)c3ccccc3[N+](=O)[O-])CC2)cc1
 : 0% | -9%
C=CCOc1ccc(C=NNc2ccc(S(=O)(=O)Nc3ccccc3C(=O)O)cc2[N+](=O)[O-])cc1OC
 : -2% | -3%
O=C(COC(=O)c1ccc[n+]([O-])c1)Nc1ccc([N+](=O)[O-])cc1C(F)(F)F
 : -12% | 8%
CN1CCN(c2oc(-c3ccccc3)nc2S(=O)(=O)c2ccccc2)CC1
 : 1% | 10%
CC(C(=O)OCC(=O)NC1CCCC1)N1C(=O)c2ccccc2C1=O (stereo not given)
 : 4% | 23%
CCn1nc(C(=O)NCCc2ccc3c(c2)OCCO3)c2ccccc2c1=O
 : -1% | -10%
COc1ccc([C@H]2N[C@]3(CCCN(Cc4ccc(C(F)(F)F)cc4)C3=O)[C@H]3C(=O)N(C)C(=O)[C@@H]23)cc1
 : -9% | -6%
CN(C)CCCNC(=O)C[C@H]1C[C@H](C(=O)N2CCOCC2)[C@@]2(C)c3[nH]c4ccc(Cl)cc4c3CCN2C1=O
 : 3% | 0%
CC(=NNC(=S)N(Cc1ccccn1)Cc1ccccn1)c1cnccn1
 : -26% | ?
CN(C(=O)c1cccc(NC(=O)Cc2cccc(NC(=O)C3CCCN(C(=O)CCc4ccccc4)C3)c2)c1)C1CCC1 (stereo not given)
 : 2% | -3%

Structures shown so far containing a furan ring, fused or not (2):
The line under a structure holds: TbPYK inhibitor | AMA1-RON2 inh
O=C(NC(=S)N1CCN(c2ccccc2)CC1)c1ccco1
 : -17% | 88%[activator]
S=C(c1ccco1)N1CCOCC1
 : -19% | -2%

(next part)
The line under a structure holds: TbPYK inhibitor | AMA1-RON2 inh
CC1=C(C(=O)N2CCCCCC2)CC(CC(=O)NCC2CCCCC2)C(=O)N1Cc1ccc(F)cc1 (stereo not given)
 : -10% | 0%
CCCCn1nnnc1C(c1ccccc1)N1CCN(C/C=C/c2ccccc2)CC1 (stereo not given)
 : -6% | -22%
CCNc1nc(NC(C)C)nc(-c2ccncc2)n1
 : 7% | -6%
CCc1nc2c(OCCn3cccc3)cccn2c1N(C)C(=O)c1ccccc1F
 : 2% | -15%
CCCCCC(=O)N1C[C@H](O)[C@@H](n2cc(-c3ccc(F)cc3)nn2)C[C@@H]1c1ccc(OC)cc1
 : -6% | -9%
COc1ccc(NC(=O)COc2ccc3c(c2)CCC3)cc1S(N)(=O)=O
 : 6% | -10%
